HepG2 tox: HepG2 cytotoxicity, counter-screen for TGF-b inhibitors; HepG2 CAGA-GFP viability, ATP luminescence, 18 h; Potency, µM (series often up to 46.1 µM), for the others: top-dose activity change, negative = cytotoxicity, usual class: cytotoxic; 410,000 compounds, 0.76% hits; also: potency is read from the fitted curve at half-maximal effect; some results filed as inactive show a strong effect at the top dose
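HepG2 CAGA-GFP cells (1000/well, DMEM with 1% FBS) received compound, then TGF-beta at 500 pg/mL final, and were incubated 18 hours at 37 degrees C. Viability was read by CellTiter-Glo luminescence. Media-only wells were set as complete cell-killing and DMSO as no toxicity.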
Nrf2 inh: Nrf2 pathway inhibition | A549 ARE-Fluc reporter, luciferase luminescence, 18-24 h | Potency, µM (top dose mostly 46 µM), for the others: at the highest dose activity change, negative = inhibition, actives largely listed as inhibitors | 360,000 compounds, 2.1% hits | AID 504444; also: potency is read from the fitted curve at half-maximal effect; % is scaled to controls: 0 for no effect and ±100 for the full control effect; nearly all actives have a fitted effect of over 60% in size
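A549 ARE_Fluc cells, 5000/well, 5% FBS OPTI-MEM; compounds in dose-response, 18-24 h at 37 °C/5% CO2; CellTiter-Fluor viability read (Ex 405/Em 525), then BugLite luciferase luminescence = Nrf2 activity.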
MCF10A rerep: inducers of DNA re-replication in MCF 10A breast cells | Potency, µM (doses to about 46.1 µM), without a hit: at the top dose activity, positive = re-replication, usual class: activators | 350,000 compounds, 2.9% hits | AID 624296 | MCF 10A DNA re-replication, Hoechst nuclear intensity, 48 h; also: potency is read from the fitted curve at half-maximal effect; % of control where 0% means no effect; nearly all actives have a fitted effect of over 50% in size
TGFb inhibitor: TGF-b pathway inhibition | HepG2 CAGA-GFP TGF-b/SMAD3 reporter, GFP fluorescence, 18 h; TGF-beta stimulated, 500 pg/mL final | Potency, µM (doses to about 46.1 µM), for inactives: at the highest dose activity, negative = inhibition, usual class: inhibitors | 410,000 compounds, 1.2% hits; also: potency is read from the fitted curve at half-maximal effect; % is scaled to controls: 0 for no effect and ±100 for the full control effect; nearly all actives have a fitted effect of over 65% in size
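Smad-responsive CAGA-GFP expression was quantified in HEPG2 cells exposed to compounds and 500 pg/mL final TGF-beta for 18 h at 37 degrees C; unstimulated wells defined full inhibition.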
Nrf2 ARE act: Nrf2 pathway activation | 410,000 compounds, 0.31% hits | Potency, µM (top dose mostly 46.1 µM), without a hit: top-dose activation, actives largely listed as activators | AREc32 ARE-luciferase reporter (MCF7-derived line), luminescence, 24 h; also: potency is read from the fitted curve at half-maximal effect; % of control where 0% means no effect; nearly all actives have a fitted effect of over 65% in size
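ARE activation measured as luciferase luminescence (Steady-Glo, 30 min RT) in AREc32_Fluc cells after 24 hr compound exposure at 37 deg C, 5% CO2; cells seeded overnight at 1000/well in OPTI-MEM, 5% FBS.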
ATXN2 expr inh: ATXN2 expression inhibition; HEK-293 ATXN2-luciferase reporter, luminescence, 24 h; 360,000 compounds, 0.72% hits; Potency, µM (highest dose often 57 µM), inactives show at the top dose activity change, negative = inhibition, usual class: inhibitors; AID 1745845; also: potency is read from the fitted curve at half-maximal effect; % is scaled to controls: 0 for no effect and ±100 for the full control effect; nearly all actives have a fitted effect of over 55% in size
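qHTS (up to 57 uM final) was run with 24 h compound exposure of reporter cells at 37 °C. Each well was multiplexed: SteadyGlo luminescence measured ATXN2-luciferase expression after a fluorogenic Gly-Phe-AFC viability readout (25 uM final).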
S2 tox: reduces viability in counter-screen for ATXN expression inhibitors. S2 cells (HEK-293 line with an ATXN2-luciferase reporter) viability, CellTiter-Fluor protease fluorescence, 24 h. Potency, µM (doses to about 56.7 µM), usual class: cytotoxic. 400,000 compounds, 0.49% hits. AID 651635; also: potency is read from the fitted curve at half-maximal effect; nearly all actives have a fitted effect of over 40% in size
IL1B secr inh: blocks inflammasome-driven IL-1 beta release; activity change, % at 57.5 µM; THP-1 LPS/ATP IL-1B secretion, AlphaLISA, 16 h; stronger effect = lower value; 360,000 compounds, 4.7% hits; in the data active = activity change below about -50%; inconclusive = mostly about -30% to -49%; also: % is scaled to controls: 0 for no effect and ±100 for the full control effect
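THP-1 cells pretreated 1 hr with compounds (up to 57.5 uM final), then stimulated with LPS (250 ng/mL final) plus ATP (1.25 mM final); secreted IL-1B measured by AlphaLISA after 16 hr, decreased signal indicating inhibition.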
A549 viability: counter-screen for Nrf2 inhibitors: cytotoxicity in A549 cells; A549 ARE-Fluc cells, CellTiter-Fluor viability, 18-24 h; Potency, µM (doses to about 46 µM), without a hit: at the highest dose activity change, negative = cytotoxicity, most hits filed as inhibitors; AID 504648; 390,000 compounds, 0.16% hits; also: potency is read from the fitted curve at half-maximal effect; % is scaled to controls: 0 for no effect and ±100 for the full control effect
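Cytotoxicity counterscreen: CellTiter-Fluor fluorescence was measured in A549 ARE_Fluc cells after 18-24 h of compound exposure in a concentration series. The subsequent BugLite luminescent read reports ARE-luciferase activity.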
Numbers without * were called inactive; i = inactive; u = inconclusive; x = no result given; & = joins results of further samples; [ ] = another dose, or the depositor's remark. Unless noted, calls follow the shape of the dose curve; as a rule, active = well fitted curve in the direction sought with a large enough effect; inconclusive = small, poorly fitted or top-dose-only effect, or another doubt; inactive = no such curve, though single readings can be large; an effect the other way counts as inactive or inconclusive.

SMILES	HepG2 tox	Nrf2 inh	MCF10A rerep	TGFb inhibitor	Nrf2 ARE act	ATXN2 expr inh	S2 tox	IL1B secr inh	A549 viability
Cc1cc(C)nc(SCC(=O)Nc2ncc(Cc3cccc(Cl)c3)s2)n1	-44%	u	u	u	0.3%	-21%	u	1	-12%
O=S(=O)(Nc1ccc(-c2ccc(NS(=O)(=O)c3ccccc3)cc2)cc1)c1ccccc1	-32%	u	u	u	-0.5%	-4%	i	-4	3%
CC(C)(C)C1CCc2c(sc(NC(=O)c3noc4c3CCCC4)c2C#N)C1 (stereo unspecified)	-21%	18%	x	1%	0.3%	-2%	i	x	1%
CCCCS(=O)CC(O)COCC (stereo unspecified)	13%	2%	-2%	-3%	-0.4%	-5%	i	-11	-5%[1.84 µM]
COc1cc(C)ccc1Oc1ncnc(N)c1[N+](=O)[O-]	-19%	-1%	2%	-2%	1.9%	-3%	i	u	-4%
Cc1cc(S(=O)(=O)Nc2cc3c(cc2N2CCOCC2)n(C)c(=O)c(=O)n3C)ccc1F	1%	-17%	x	-7%	-0.3%	8%	i	x	-2%
CCc1nc(N2CCN(C(=O)c3ccccc3)CC2)c2c3c(sc2n1)CCCC3	-25%	u	u	u	3.8%	u	i	-78*	1%
CCC(=O)Nc1cc2c3c(c1)CCC(=O)N3CCC2	4%	3%	1%	3%	2.8%	x	u	11	-6%
Fc1ccc(/C=N/Nc2nccnc2Cl)cc1	10µM*	23%	5%	u	29%	31%[activator]	i	u	-7%
C=C1C(O)[C@@H]2O[C@]3(CC[C@H](/C=C/C(C)[C@@H]4CC(C)=CC5(O[C@H](C[C@@](C)(O)CO)CCC5O)O4)O3)CC[C@H]2O[C@@H]1C(O)CC(C)[C@H]1OC2(CCCCO2)CCC1C (stereo partly specified)	-16%	u	14%	7.9µM*	u	-24%	u	-100*	u
CN1CCN(c2oc(-c3ccccc3F)nc2S(=O)(=O)c2ccc(Cl)cc2)CC1	-11%	u	u	25%	3.1%	-7%	i	-73*	7%
Cc1ccc(N=C/C(C(=O)C(F)(F)F)=C(\O)c2cccs2)cc1	-38%	u	0%	9%	u	68%[activator]	i	-6	-14%
O=C(COc1ccccc1)Nc1ccc(CSc2ccccc2)cc1	-50%	-17%	14%	0%	0.2%	-14%	i	-12	-12%
COc1ccc(CNC(=O)[C@H](NC(=O)C2CCN(C(=O)[C@@H](N)CCSC)CC2)C(C)C)cc1	0%	0%	4%	17%	-0.5%	8%	i	-3	-21%
CCOC(=O)c1nc2nc(C)c(Cl)c(=O)n2[nH]1	-20%	-10%	17%	1%	-0.3%	-3%	i	8	2%
COc1ccc(OC)c(S(=O)(=O)N2CCC(C(=O)NCC3CCCO3)CC2)c1 (stereo unspecified)	-25%	-1%	0%	0%	-0.1%	5%	i	7	7%
Cc1onc(-c2ccccc2)c1C(=O)Nc1ccc(C(=O)N2CCCCC2)cc1	-39%	u	2%	-8%	-1.0%	-4%	u	0	0%
O=C(NCCCN1CCCC1=O)C(=O)NCC1OCCN1S(=O)(=O)c1cc(F)ccc1F (stereo unspecified)	-10%	x	x	-9%	0.0%	x	i	13	x
CC(=O)c1c(C)nc2cc(Cl)ccc2c1N	3%	2%	10%	-5%	2.5%	7%	i	-3	2%
Cc1cccc(OCC(=O)NCc2nc(-c3ccccc3)no2)c1	2%	-8%	-9%	-7%	0.5%	-12%	i	-2	11%
COC(=O)[C@H](Cc1ccccc1)NC(=O)NCc1ccc(C)cc1	-2%	-7%	2%	6%	-0.6%	-27%	i	-8	2%
COc1ccc(-c2csc(NC(=O)CN3C(=O)CCC3=O)n2)c(OC)c1	1%	-1%	0%	-2%	-0.6%	3%	i	-27	9%
CCn1c(SCC(=O)N(Cc2ccccc2)C2CCS(=O)(=O)C2)nc2ccccc2c1=O (stereo unspecified)	2%	u	9%	2%	-0.4%	2%	i	-2	-3%
COc1ccc(N(CC(O)Cn2c3ccccc3c3ccccc32)S(=O)(=O)c2ccccc2)cc1 (stereo unspecified)	-34%	x	5%	u	6.4%	-6%	i	-23	-21%
Cc1ccc(NC(=O)c2ccc(NCCc3ccccc3)c([N+](=O)[O-])c2)cc1F	-5%	u	18µM*	5%	6.2%	-16%	u	3	-21%
COc1ccc(OC)c(S(=O)(=O)N2CCN(C(=O)c3ccco3)CC2)c1	-2%	-22%	2%	0%	-0.6%	4%	i	5	2%
O=C(CCC1CCCN(C(=O)Cc2cccc(F)c2)C1)N1CCN(c2ccccn2)CC1 (stereo unspecified)	-1%	u	-4%	12%	-0.3%	-19%	i	18	-10%
CS(=O)(=O)N1CCc2cc(S(=O)(=O)NCCNS(=O)(=O)c3ccc4c(c3)CCN4S(C)(=O)=O)ccc21	2%	-16%	0%	-1%	-0.6%	-20%	i	27	0%
CC(=O)c1ccc(N(CC(=O)NC2CCCCC2)C(=O)c2csnn2)cc1	0%	6%	-1%	18%	-0.6%	7%	i	-3	6%
CC(=O)Nc1cc(-c2ccc(CO)cc2)cn2c(-c3cccc(C(F)(F)F)c3)cnc12	-19%	x	x	-23%	3.2%	u	u	-27	x
CCOC(=O)CCNC(=O)N1CCCC(C(=O)c2ccccc2SC)C1 (stereo unspecified)	-9%	-18%	3%	-20%	0.0%	x	i	30	1%
O=S(=O)(NCC1CCCO1)c1cc(Cl)ccc1Br (stereo unspecified)	1%	28%	-3%	-3%	0.3%	4%	i	6	1%
CC[C@]12c3[nH]c4cc(CCC(=O)N(C)C)ccc4c3CCN1C(=O)[C@@H](CC(=O)NC/C=C(\C)CCC=C(C)C)C[C@@H]2C(=O)N1CCN(C(=O)c2ccco2)CC1	-46%	u	u	u	-0.7%	u	u	0	u
O=C(NCCCN1CCCCC1)C1CCN(S(=O)(=O)N2CCC3(CC2)OCCO3)CC1	-37%	-9%	1%	2%	0.2%	-3%	i	0	-2%
Cc1cc(C(F)F)n2nc(C(=O)Nc3ccc(F)c(Cl)c3)nc2n1	-43%	12%	x	u	0.7%	-13%	i	x	-10%
COc1ccc(/C=C/C(=O)O)cc1S(=O)(=O)NCC1CCCO1 (stereo unspecified)	-1%	3%	-3%	2%	-1.1%	x	i	-7	u
Cc1ccc2c(c1)CCCN2C(=O)CSc1ccccc1	-1%	2%	13%	4%	-0.1%	6%	i	9	4%
CCc1cccc(NC(=O)CCCn2nc(CC)n3c(cc4occc43)c2=O)c1	-18%	11%	-5%	u	3.9%	x	i	3	0%
CCOc1ccc(NC(=O)CCC(=O)NNC(=O)c2cccc([N+](=O)[O-])c2)cc1	6%	-18%	-18%	14%	-0.5%	-7%	i	15	-2%
Cc1cc(C)n2nc(SCc3ccc(F)cc3Cl)nc2n1	-27%	-5%	-11%	-14%	-0.8%	-8%	i	u	11%
Cc1cc2cc(C)c3nnc(SCC(=O)Nc4ccc(S(=O)(=O)N5CCCCC5)cc4)n3c2cc1C	-5%	0%	21%	-5%	-0.1%	u	u	34	-1%
Cc1cc(C)cc(OCCCOc2cccc3cccnc23)c1	-74%	u	u	u	-0.1%	-7%	i	0	4%
CCCn1c(C)cc(C(=O)CN2C(=O)c3cccc(N)c3C2=O)c1C	-3%	u	u	3%	-0.9%	17%	i	-1	9%
CN(c1cccc(NC(=O)c2ccccc2N(Cc2ccccc2)S(C)(=O)=O)c1)S(C)(=O)=O	2%	-1%	-4%	23%	0.5%	x	i	-8	-9%
O=C(CN1CCN(S(=O)(=O)c2ccc(F)cc2)CC1)c1ccc(O)c(O)c1	1%	17%	2%	3%	-0.6%	-18%	i	14	-12%
Cc1cc(C)cc(OCC(=O)O/N=C(\N)c2ccccn2)c1	-1%	5%	2%	11%	-0.2%	11%	i	-14	-6%
COc1cccc2c1Oc1ncccc1N(C(=O)CCC(=O)NCc1ccc(C)cc1)C2	5%&1%	-11%&6%	12%	-28%&-16%	-0.4%&2.8%	7%	i	-1	5%&3%
CC1(C)COC(c2cccc([N+](=O)[O-])c2)OC1	-8%	-5%	0%	1%	0.1%	0%	i	-8	2%
Cc1cc(NC(=O)c2ccc3c(c2)C(=O)N(Cc2cccnc2)C3=O)no1	0%	-12%	3%	1%	0.1%	-10%	i	2	-12%
CC(C)n1c(SCC(=O)Nc2ccc(F)cc2)nnc1C1CC1	-30%	-13%	-1%	0%	2.2%	3%	i	-7	-8%

Look-ups from the results shown.
`CN(c1cccc(NC(=O)c2ccccc2N(Cc2ccccc2)S(C)(=O)=O)c1)S(C)(=O)=O` in IL1B secr inh is entered as -8
`Cc1cc(NC(=O)c2ccc3c(c2)C(=O)N(Cc2cccnc2)C3=O)no1` in ATXN2 expr inh is entered as -10%
`CC1(C)COC(c2cccc([N+](=O)[O-])c2)OC1` in ATXN2 expr inh is entered as 0%

(cont.)
SMILES	HepG2 tox	Nrf2 inh	MCF10A rerep	TGFb inhibitor	Nrf2 ARE act	ATXN2 expr inh	S2 tox	IL1B secr inh	A549 viability
COc1cccc(Nc2ccc(Nc3cccc(OC)c3)nn2)c1	6%	-16%	8%	-3%	0.4%	7%	u	-99*	-14%
CC1CCCCN1CC(O)COc1ccc(OCC(O)CN2CCCCC2C)cc1 (stereo unspecified)	4%	6%	u	0%	0.1%	-8%	i	-29	u
COc1ccc(CNC(=O)CSc2n[nH]c(N)n2)cc1OC	-14%	0%	-1%	6%	0.1%	-4%	i	13	-1%
Cc1ccc(NC(=O)COc2ccc(/C=N\NC(=O)c3cccnc3)cc2)cc1C	-9%	-21%	u	-25%	-1.1%	6%	i	65	4%

High-throughput results (PubChem)
